High-throughput results (PubChem)
TCR act: activators of T cell receptors; Potency, µM (series often up to 9.22 µM), without a hit: at the highest dose activation of IL-2 secretion, most hits filed as activators; primary human leukocytes, anti-CD3, IL-2 HTRF, 48 h; AID 504894; 330,000 tested, under 10 active; note: % of control where 0% means no effect
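IL-2 produced over 48 hr by a-CD3 bead-stimulated primary human leukocytes exposed to compounds was detected with a homogeneous time-resolved FRET immunoassay, 665nm acceptor signal after 320nm excitation.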
KCNH2 3.1 inh: inhibitors of human KCNH2 3.1 potassium channel isoform. hit rate 0.95% among 340,000. activity change, % (tested at about 1.8 µM). AID 720553. U2OS KCNH2 3.1, thallium flux FluxOr; active compounds read low;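 active = maximum activity change below -70%; inconclusive = maximum activity change from -70% to -50%; inactive = maximum activity change above -50%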;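 note: thallium influx rate constant from kinetic fluorescence after stimulation buffer; % is set by controls: 0 for no effect and ±100 for the full control effect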
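Normalized rate constant (relative to positive and negative DMSO controls) derived from a 2 min kinetic fluorescence read after stimulation; U2OS cells expressing the 3.1 isoform via virus at 1.77 x 10^8 /mL.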
KCNH2 WT inh: blocks the wildtype human KCNH2 potassium channel. AID 720551. hit rate 0.37% among 340,000. activity change, % at 1.84 µM. Q12809. U2OS, BacMam KCNH2, thallium flux FluxOr; active compounds read low;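 active = maximum activity change below -70%; inconclusive = maximum activity change between -70% and -50%; inactive = maximum activity change above -50%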; note: % is set by controls: 0 for no effect and ±100 for the full control effect
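U2OS cells transduced with wild-type KCNH2 virus are loaded with FluxOr dye for 45 min, and thallium flux is measured in kinetic reads before and after stimulation buffer. Rate constants are normalized to DMSO controls.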
AT treatment: potential ataxia-telangiectasia treatments restoring KAP-1 phosphorylation; […] A-T fibroblasts, KAP-1 phosphorylation AlphaLISA; neocarzinostatin DNA damage 30 min before lysis; hit rate 0.19% among 320,000; AID 485349; Potency, µM (highest dose often 57.5 µM), for inactives: at the highest dose activation, most hits filed as activators; note: potency is the fitted concentration of half-maximal effect; % of control where 0% means no effect; nearly all actives have a fitted effect of over 45% in size
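ATM-like activity read as KAP-1 phosphorylation via AlphaLISA donor/acceptor antibody pairs after lysis and 6 hr at 25C. Cells were ATM-null patient fibroblasts ([…], hTERT), dosed 60 min, then exposed to the DSB inducer NCS for 30 min.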
Mito fusion act: inhibitors of mitochondrial division or activators of mitochondrial fusion; hit rate 0.23% among 320,000; S. cerevisiae fusion-defective mutant growth rescue, CellTiterGlo 48 h; AID 485298; Potency, µM (top dose mostly 46.1 µM), inactives show top-dose growth rescue (activation), usual class: activators;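 note: potency is the fitted concentration of half-maximal effect; % of control where 0% means no effect; nearly all actives have a fitted effect of over 45% in size; temperature-sensitive fusion mutants such as fzo1-1 at 37 °C on non-fermentable ethanol glycerol medium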
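Yeast fusion mutant, YPEG (non-fermentable carbon), compound, 48 h at 37C non-permissive; CellTiterGlo added, 10 min RT, luminescence read. Rescued growth = division inhibition.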
TRPV1 agonist: activates the human vanilloid receptor TRPV1. hit rate 0.19% among 320,000. activation, % at 8.33 µM. TRPV1-expressing cells, Fluo-8 calcium influx, agonist mode; in the data active = activation above about 80%; inconclusive = between about 30% and that limit; note: 0% is about no effect
Target sequence (Q8NER1 whole entry, looked up): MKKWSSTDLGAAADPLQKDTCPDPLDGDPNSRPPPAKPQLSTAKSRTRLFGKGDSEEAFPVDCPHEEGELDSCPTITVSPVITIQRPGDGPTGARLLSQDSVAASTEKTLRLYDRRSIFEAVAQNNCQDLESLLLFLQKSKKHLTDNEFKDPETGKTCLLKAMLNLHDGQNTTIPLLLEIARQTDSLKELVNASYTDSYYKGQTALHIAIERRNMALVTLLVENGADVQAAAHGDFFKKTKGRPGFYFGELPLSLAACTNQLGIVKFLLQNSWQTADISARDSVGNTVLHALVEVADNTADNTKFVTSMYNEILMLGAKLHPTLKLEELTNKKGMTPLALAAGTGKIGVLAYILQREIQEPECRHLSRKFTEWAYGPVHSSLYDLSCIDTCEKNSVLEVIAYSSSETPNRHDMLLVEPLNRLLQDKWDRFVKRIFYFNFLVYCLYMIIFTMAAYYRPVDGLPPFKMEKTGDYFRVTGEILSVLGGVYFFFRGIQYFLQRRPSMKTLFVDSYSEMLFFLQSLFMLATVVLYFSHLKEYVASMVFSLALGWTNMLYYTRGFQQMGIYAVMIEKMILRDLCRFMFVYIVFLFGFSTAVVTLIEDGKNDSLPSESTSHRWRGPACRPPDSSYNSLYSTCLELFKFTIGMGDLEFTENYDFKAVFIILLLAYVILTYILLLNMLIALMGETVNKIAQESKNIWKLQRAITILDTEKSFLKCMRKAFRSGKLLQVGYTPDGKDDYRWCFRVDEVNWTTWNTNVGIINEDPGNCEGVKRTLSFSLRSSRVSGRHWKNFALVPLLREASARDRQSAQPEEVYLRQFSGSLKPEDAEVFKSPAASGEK
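Fluo-8 calcium influx in TRPV1-expressing cells, kinetic read (ex 480/em 520 nm). Compound added and read 3 min for agonist activity, followed by capsaicin at EC20 final and 2 min further read for enhancement.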
ELG1 DNA repair: ELG1-dependent DNA repair inhibition. HEK293T ELG1-luciferase reporter, luminescence, 16 h; DNA damage induced by 5-fluorouridine. hit rate 2.3% among 330,000. Potency, µM (titrated, usually from 46.1 µM), without a hit: at the top dose activity change, negative = inhibition, hits mostly inhibitors; note: potency is the fitted concentration of half-maximal effect; % is set by controls: 0 for no effect and ±100 for the full control effect; nearly all actives have a fitted effect of over 55% in size
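Quantitative HTS, concentration-response format. 2,000 cells/well co-treated with 5-fluorouridine and compound, 16 hr in 5% CO2 at 37 °C; ONE-Glo luminescence read after 30 min.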
USP2a inh: USP2a (human) protease inhibition; O75604; USP2 core, Ub-CHOP2 coupled fluorogenic reporter, 485/531; Potency, µM (doses to about 38.3 µM), for inactives: at the top dose activity change, negative = inhibition, most hits filed as inhibitors; hit rate 0.01% among 330,000; AID 463254;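 note: potency is the fitted concentration of half-maximal effect; plate controls were DMSO wells for no effect and full inhibition by NEM control for full effect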
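Deubiquitinase activity read as fluorescence (485/531 nm) after Ub-CHOP2 cleavage activates the enterokinase reporter on its substrate; USP2 core 10nM, Ub-CHOP2 and substrate 25nM each, 30min compound preincubation then 60min RT; data normalized to NEM, curves fitted.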
Eya2 phos inh: inhibitors of human Eya2 phosphatase activity | O00167 | recombinant Eya2, OMFP fluorescence dephosphorylation (OMFP is methylfluorescein phosphate) | Potency, µM (series often up to 76.9 µM), without a hit: at the top dose activity, negative = inhibition, hits mostly inhibitors | hit rate 0.006% among 330,000 | AID 488837; note: potency is the fitted concentration of half-maximal effect; % is set by controls: 0 for no effect and ±100 for the full control effect
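Eya2 (0.2 uM) preincubated 10 min at ambient with compound, then OMFP substrate added at 50 uM; 10 min reaction in 50 mM HEPES pH 7.5, 50 mM NaCl, 5 uM MgCl2, 0.05% BSA, 1 mM DTT. Fluorescence read at Ex 485/Em 525 nm.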
TSHR antagonist: antagonists of human thyroid stimulating hormone receptor | hit rate 0.2% among 330,000 | AID 504810 | TSHR-expressing cells, TSH-stimulated cAMP HTRF, 2 h; active compounds read low | activity change, negative = inhibition, % at 11.5 µM;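 active = activity change below a set negative limit, meaning inhibition stronger than a set level, cut at about -70% in these data; inconclusive = activity change between two set negative limits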; note: % is set by controls: 0 for no effect and ±100 for the full control effect
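TSHR-expressing cells, 200/well, pre-treated with compound, then stimulated with EC80 TSH (4nM final) for 2 hours at 37 deg C. cAMP measured by competitive HTRF: anti-cAMP cryptate antibody in lysis buffer plus cAMP-d2, read after 30 minutes at room temperature.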
* hit, by the source's call; ? = inconclusive; . = no result given; [ ] = another dose, or the depositor's remark. Unless noted, calls come from the whole dose curve; as a rule, active = well fitted curve in the direction sought with a large enough effect; inconclusive = small, poorly fitted or top-dose-only effect, or another doubt; inactive = no such curve, though single readings can be large; an effect the other way counts as inactive or inconclusive. An excerpt; count on the stated rates, not on these rows.

SMILES	TCR act	KCNH2 3.1 inh	KCNH2 WT inh	AT treatment	Mito fusion act	TRPV1 agonist	ELG1 DNA repair	USP2a inh	Eya2 phos inh	TSHR antagonist
Cc1ccc(C)c(S(=O)(=O)Nc2ccc(-n3cnnn3)cc2)c1	-3%[46.1 µM]	-10	2	17%	.	.	-12%	-1%	-20%	-6
CC(Sc1nc2ccc(C(=O)c3ccccc3)cc2[nH]1)C(=O)O (stereo not drawn)	.	-6	-5	-1%	3%	4	-5%	1%	13%	6
C=CCN(c1ccccc1OC)S(=O)(=O)c1cccc(C(=O)OCC(=O)N2CCOCC2)c1	.	0	-2	-2%	.	.	-5%	3%	0%	-11
Fc1cccc(F)c1-n1c(CN2CCOCC2)csc1=S	-3%	7	9	-1%	1%	-1	-11%	-1%	-8%	-5
Cc1noc(C)c1COC(=O)c1cc(F)c(F)cc1Cl	4%	-10	-7	-4%	-3%	1	25%	1%	8%	-12
Cc1cc(C)n2c(Br)c(CSc3nc4ccccc4s3)nc2n1	2%[46.1 µM]	-78*	6	-3%	?	1	?	4%	-3%	-4
CC(C)CC(=O)N1CCN(Cc2cccc(F)c2)CC1	5%	0	2	-8%	-3%	-2	-7%	2%	-8%	0
COc1ccc(N2CC(C(=O)Nc3c(C(N)=O)oc4ccccc34)CC2=O)cc1 (stereo not drawn)	1%	8	0	-2%	-3%	4	-9%	0%	17%	20
Cn1nnc(NC(=O)c2ccccc2F)n1	3%	-12	-11	0%	1%	-1	20%	5%	13%	2
O=S(=O)(NCC1CCCO1)c1ccc(Oc2ccccc2)cc1 (stereo not drawn)	-2%	-24	-2	1%	5%	?	?	0%	-1%	-17
CCOc1ccc(C2Nc3cccc4cccc(c34)N2)cc1OC	9%[46.1 µM]	0	-7	.	5%	-1	?	-1%	-16%	5
CCCN(CC(=O)Nc1ccccc1C)C(=O)CCN1C(=O)c2cccc([N+](=O)[O-])c2C1=O	-8%	6	12	-17%	-13%	0	0%	-4%	10%	-6
COC(=O)c1ccc(N2CCN(C)CC2)c(NC(=O)c2cc3ccccc3o2)c1	8%	-2	6	7%	-1%	5	-15%	0%	-3%	-12
OCCN1CCN(c2ncnc3c2sc2nc(N4CCOCC4)c4c(c23)CCC4)CC1	4%	2	21	-1%	-6%	5	?	3%	-7%	-2
Cc1ccccc1NC(=O)C1CCN(S(=O)(=O)c2cccs2)CC1	4%	4	2	-4%	0%	7	-2%	9%	-4%	0
Cc1ccnc2nc(C(=O)OCC(=O)N3CCc4ccccc43)nn12	-3%	5	.	-4%	-1%	-4	9%	4%	2%	9
O=C(COC(=O)C1C2CC3OC(=O)C1C3C2)Nc1cccc(C(F)(F)F)c1 (stereo not drawn)	-8%	11	0	7%	9%	0	19%	3%	-5%	-1
O=c1/c(=C/c2ccc(CNS(=O)(=O)c3ccccc3)o2)sc2n1CCN=2	-19%	-8	-4	0%	-1%	-3	-1%	1%	13%	-9
CCOC(=O)CCCNC(=O)CCNC(=O)c1ccc(OC(C)C)cc1	.	15	-14	-3%	-3%	2	?	3%	-11%	1
Cc1ccc(CN2CCSc3ccc(C(=O)NC4CCN(Cc5ccccc5)CC4)cc32)cc1	0%	.	34	-1%	-16%	4	-12%	4%	1%	9

Nothing new here: entries from further up.
SMILES	TCR act	KCNH2 3.1 inh	KCNH2 WT inh	AT treatment	Mito fusion act	TRPV1 agonist	ELG1 DNA repair	USP2a inh	Eya2 phos inh	TSHR antagonist
Cc1ccnc2nc(C(=O)OCC(=O)N3CCc4ccccc43)nn12	-3%	5	.	-4%	-1%	-4	9%	4%	2%	9
O=C(COC(=O)C1C2CC3OC(=O)C1C3C2)Nc1cccc(C(F)(F)F)c1 (stereo not drawn)	-8%	11	0	7%	9%	0	19%	3%	-5%	-1
O=c1/c(=C/c2ccc(CNS(=O)(=O)c3ccccc3)o2)sc2n1CCN=2	-19%	-8	-4	0%	-1%	-3	-1%	1%	13%	-9
CCOC(=O)CCCNC(=O)CCNC(=O)c1ccc(OC(C)C)cc1	.	15	-14	-3%	-3%	2	?	3%	-11%	1
Cc1ccc(CN2CCSc3ccc(C(=O)NC4CCN(Cc5ccccc5)CC4)cc32)cc1	0%	.	34	-1%	-16%	4	-12%	4%	1%	9

(list continues)
SMILES	TCR act	KCNH2 3.1 inh	KCNH2 WT inh	AT treatment	Mito fusion act	TRPV1 agonist	ELG1 DNA repair	USP2a inh	Eya2 phos inh	TSHR antagonist
O=C1c2ccccc2CCC1C(O)c1ccccn1 (stereo not drawn)	.	-5	-7	0%	-2%	1	?	0%	7%	9
Cc1cccc(Nc2nnc(SCC(=O)NCC3CCCO3)s2)c1C (stereo not drawn)	-40%	-3	-23	18%	.	.	?	3%	-13%	20
CCCCCN(C(=O)CCC(=O)OCc1cc(C)ccc1C)c1c(N)n(CCCC)c(=O)[nH]c1=O	-8%	-23	6	12%	1%	2	?	5%	-31%	-5
O=C(O)c1ccc(CNCc2ccc(Cl)cc2Cl)cc1	6%	-2	-1	-2%	5%	1	15%	4%	9%	9
COc1cc(/C=N/NC(=O)CCc2ccccc2)ccc1O	10%	8	-4	11%	9%	-1	20%	1%	1%	68
CCOc1ccc(CC(=O)N/N=C(\C)c2cccnc2)cc1	-4%	2	-20	14%	-2%	-2	0%	0%	3%	-14
COC(=O)c1ccc(NS(=O)(=O)c2ccc3c(c2)n(C)c(=O)n3C)cc1	.	-11	10	4%	1%	-4	1%	-2%	-4%	-1
O=C(CN1C(=O)NC2(CCc3ccccc32)C1=O)NCC(F)(F)F (stereo not drawn)	-4%	9	-2	-2%	1%	-1	15%	-2%	-11%	-3
Cc1ccc(N2CC(C(=O)Nc3nnc(SCc4ccccn4)s3)CC2=O)cc1 (stereo not drawn)	-5%	4	8	-3%	-6%	1	0%	0%	9%	-13
COc1ccccc1C(=O)Nc1c(C)cc(Br)cc1C	-1%	-13	.	-2%	6%	6	8%	0%	-8%	3
CC(C)c1cccc(C(C)C)c1NC(=O)CCl	0%	9	-1	1%	-6%	5	-3%	4%	2%	26
COC(=O)C1=C(O)CSC1=Nc1ccc(C)cc1	-4%[46.1 µM]	2	-6	-7%	-8%	2	14%	0%	-4%	9
Cc1nnc(NS(=O)(=O)c2ccc(Br)cc2)s1	1%	-10	2	1%	4%	-1	-7%	2%	14%	-1
CCCc1cc(NCCN(C)C)n2c(nc3ccccc32)c1C#N	.	0	-16	-2%	-5%	4	1%	6%	6%	-13
CCC(CC)c1nnc(NC(=O)COc2ccc3c(c2)OCO3)s1	0%	21	-3	-1%	14%	15	-19%	1%	-6%	-6
O=S(=O)(c1ccc2ccccc2c1)N1C=CC(C(F)(F)F)=NCC1	-2%	-12	0	2%	-1%	-2	15%	-1%	1%	7
Cc1ccc(NC(=O)c2ccc(C(=O)c3ccccc3)cc2)nc1	1%	4	11	.	5%	-4	?	-1%	-10%	-16
COCCNC(=S)N/N=C(\C)c1ccc(O)cc1	6%[46.1 µM]	10	1	-5%	-3%	-1	?	5%	3%	3
CC1CCN(CCCNC(=O)c2ccc3c(=O)n(Cc4ccc(Cl)cc4)c(=S)[nH]c3c2)CC1	.	-20	8	-6%	3%	-1	10%	0%	-1%	7
COc1ccc(OC)c(NS(=O)(=O)c2cc3c4c(c2)CCN4C(=O)CC3)c1	-2%	8	-5	0%	-4%	-2	3%	1%	-2%	19
OC(CC#CCN1CCOCC1)(c1ccccc1)c1ccccc1	-1%	-31	-2	0%	2%	3	-2%	0%	-2%	14
Cc1cccc(NC(=O)CN2CCN(C(=O)C3CCCO3)CC2)c1C (stereo not drawn)	-1%	20	-4	4%	1%	1	-2%	0%	-5%	-7
c1ccc(CSc2nnc(-c3cccnc3)o2)cc1	3%[46.1 µM]	-2	-4	1%	9%	2	?	-1%	-8%	2
CN(C)CCCn1c(SCC(=O)N2CC(=O)Nc3ccccc32)nc2ccccc2c1=O	4%	-6	-16	2%	11%	-2	-2%	2%	2%	2
COc1ccc(/C=C/c2c(-c3ccc(OC)cc3)oc(=O)c3cc(OC)c(OC)cc23)cc1	-1%	1	-15	11%	.	.	5.8µM*	-1%	-19%	-5
